Screening results as filed in PubChem BioAssay.
T cell HTS – modulators of CD8 T cell-vesicle binding, primary screen, mouse 2C CD8+ T cells, flow cytometry; actives 0.068% (n = 330,000); 2C CD8+ T cell-vesicle binding; active compounds read low; calls only at 7 µM; AID 2052, 2009;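 active = response, share of CD8 T cells binding vesicles, and their 90th percentile fluorescence all below set limits, cut at about 80% in these data, passing the limit was not always enough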
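Read-out – percent CD8+ FL2 mean versus row control · System – murine 2C transgenic CD8+ T lymphocytes · Times – 1.5 h cell–vesicle binding at 37 °C, then 20 min icy labelling · Control set – naked vesicles low, QL9 vesicles with vehicle high · Detection – cytometric PE anti-B7-1 and Alexa647 anti-CD8 signals after 1% paraformaldehyde fixation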
Large T inhibition – SV40 large T antigen inhibitors, biochemical (AID 1903); SV40 large T antigen ATPase/helicase inhibition assay; higher % means a stronger effect; one-dose inhibition, % at 20 µM; IC50 in µM for titrated hits; actives 0.39% (n = 310,000); in the data active = a potency from the dose series; inconclusive = inhibition mostly from about 32% at the one dose, without a potency; inactive = the rest, 99 in 100 with inhibition below about 32%; also: strong numbers were not always called active
UTI89 phage lysis – inhibition of K1F phage lysis, E. coli UTI89, bacterial capsule biogenesis inhibitors, alamar blue (AID 488966). E. coli UTI89 K1F phage lysis, alamar blue, 2 h; higher % means a stronger effect. inhibition, % at 100 µM, or IC50 in µM where a hit was titrated. actives 0.02% (n = 340,000);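 active = phage lysis inhibition, versus mean bacterial control, above a set limit; inconclusive = no clear call, values can overlap the other calls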;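 also: capsule biogenesis inhibitors block K1F phage lysis so surviving cells raise fluorescence; higher fluorescence means more inhibition of phage lysis; actives were called in the ten point dose series up to 300 µM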
MgcRacGAP inhibition – MgcRacGAP GTPase-activating activity inhibitors, confirmation, biochemical, ADP Hunter fluorescence | Rac GTPase-activating protein 1 (Homo sapiens) | MgcRacGAP-stimulated Rac1 GTP hydrolysis, ADP Hunter fluorescence; higher % means a stronger effect; GST-tagged Rac1 F28L mutant substrate | inhibition, % at 30 µM, or IC50 in µM where a hit was titrated | actives 0.6% (n = 340,000);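 active = first-screen hits whose inhibition reached a set limit at any dose in the follow-up dose series; inconclusive = inhibition above the set first-screen limit but never retested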;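 also: fluorescence reports GDP produced by GAP-driven GTP hydrolysis; strong numbers were not always called active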
Dengue-2 NS5 capping – Dengue-2 NS5 methyltransferase inhibitors, primary screen, biochemical, confirmation dose response (AID 588689). inhibition, % at 25 µM; hits with a dose series show IC50 in µM. Dengue-2 NS5 methyltransferase capping enzyme assay, biochemical; higher % means a stronger effect. Genome polyprotein (Dengue virus type 2 (strain 16681-PDK53)). actives 0.3% (n = 340,000); in the data active = a potency from the dose series; inconclusive = inhibition above about 29% without an active follow-up result
PhoP inhibition – inhibitors of PhoP regulon expression, primary screen, Salmonella Typhimurium, GFP reporter (AID 1863) | S. Typhimurium PhoP-regulated promoter GFP reporter, 4 h; higher % means a stronger effect | one-dose inhibition, % at 50 µM; IC50 in µM for titrated hits | actives 0.16% (n = 300,000);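 active = inhibition over 29.93%, a cutoff 3 SD above the screen mean, later confirmed by dose response; inconclusive = inhibition over 29.93% but no dose response follow-up; inactive = inhibition at most 29.93% or unconfirmed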;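 also: 0% = low Mg2+ inducing control and 100% = high Mg2+ repressing control; strong numbers were not always called active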
RSV CPE inhibition – RSV antiviral activity via CPE protection, HEp-2 cells, primary 10 µM value included (AID 2391); HEp-2 cells, RSV-induced CPE inhibition; higher % means a stronger effect; CPE inhibition, % at 10 µM, or IC50 in µM where a hit was titrated; actives 0.13% (n = 310,000); in the data active = a potency from the dose series; inconclusive = CPE inhibition mostly from about 23% at the one dose, without a potency; inactive = the rest, 99 in 100 with CPE inhibition below about 21%; also: strong numbers were not always called active
West Nile antiviral – West Nile virus antiviral activity, cell-based, CPE readout (AID 1621); West Nile virus-infected cells, CPE inhibition; higher % means a stronger effect; CPE inhibition, % at 10 µM, or IC50 in µM where a hit was titrated; actives 0.02% (n = 290,000); in the data active = a potency from the dose series; inconclusive = CPE inhibition mostly from about 3.7% at the one dose, without a potency; inactive = the rest, 99 in 100 with CPE inhibition below about 2.2%; also: strong numbers were not always called active
NTR1 agonist – agonists of NTR1, primary screen, imaging, U2OS cells, beta-arrestin-GFP, high content (AID 493036). Neurotensin receptor type 1 (Homo sapiens), P30989. NTR1-U2OS beta-arrestin-GFP spot imaging, agonist mode. activation, % at 20 µM. actives 0.17% (n = 330,000);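 active = activation at or above 40% of the spot to cytoplasm intensity ratio, with at least 20 cells analyzed; inconclusive = wells under 20 cells, flagged as cytotoxic or low count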;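 also: 0% = DMSO without peptide and 100% = 100 nM NTR1 peptide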
Target sequence (P30989 whole entry, looked up): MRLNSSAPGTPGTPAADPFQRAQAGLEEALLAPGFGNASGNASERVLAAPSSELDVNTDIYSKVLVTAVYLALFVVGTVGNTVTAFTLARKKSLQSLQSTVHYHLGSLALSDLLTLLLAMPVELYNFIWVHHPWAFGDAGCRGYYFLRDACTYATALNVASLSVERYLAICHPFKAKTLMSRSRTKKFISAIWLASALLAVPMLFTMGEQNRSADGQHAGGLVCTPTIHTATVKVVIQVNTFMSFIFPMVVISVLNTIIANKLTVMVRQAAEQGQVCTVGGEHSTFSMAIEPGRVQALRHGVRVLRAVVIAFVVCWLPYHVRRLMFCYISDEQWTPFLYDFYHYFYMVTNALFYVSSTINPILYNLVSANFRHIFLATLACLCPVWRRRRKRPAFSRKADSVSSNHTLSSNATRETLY
T cell HTS vesicle-bound % – second read-out of T cell HTS, no call of its own (marks repeat the call); double positive events, %; measured here: CD8+ vesicle-bound cell fraction;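 binding gate set so that unloaded-vesicle control wells show 10% double positive cells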
NTR1 agonist cell count 20 µM – also measured in NTR1 agonist; calls as there; cell count; measured here: cell count, cytotoxicity flag
Dengue-2 NS5 capping pilot replicate – also measured in Dengue-2 NS5 capping; calls as there; inhibition, %; measured here: pilot screen replicate inhibition
The depositor's hits bear a star; i = inactive; ? = inconclusive; · = no result given; [ ] = another dose, or the depositor's remark.

SMILES	T cell HTS	T cell HTS vesicle-bound %	Large T inhibition	UTI89 phage lysis	MgcRacGAP inhibition	Dengue-2 NS5 capping	PhoP inhibition	RSV CPE inhibition	West Nile antiviral	NTR1 agonist	NTR1 agonist cell count 20 µM	others
O=C(CN1CCN(S(=O)(=O)c2ccc(F)cc2)CC1)NCc1cccs1	i	26.1	15.7%	1.2%[50 µM]	10.2%	-3.6%	-5.4%	-2.5%	·	-0.8	54
C=CCc1cccc(/C=N/c2nc3ccccc3n2CC)c1O	i	4.2	2.6%	-0.3%	-1.6%	2.1%	5.1%	0.9%	0.7%	1.7	69
Cc1cccc(N2CC(C(=O)Nc3ccccc3N3CCOCC3)CC2=O)c1C (stereo not given)	i	47.1	·	-2.2%	10.5%	2.7%	·	·	·	-1.8	57
CCCCC(=O)N/N=C/c1cc([N+](=O)[O-])ccc1N1CCOCC1	i	49.3	-40.6%	2.9%	5.3%	-7.7%	0.4%	3.4%	-0.8%	-1.0	47
CCOc1ccc(NC(=O)CCC(=O)Nc2nnc(CC)s2)cc1	i	44.3	5.2%	0.2%	9.2%	-5.0%	-7.8%	2.9%	-0.3%	0.2	47
O=C(O)c1cc(N2C(=O)C3CC=CCC3C2=O)ccc1NCc1cccnc1 (stereo not given)	i	60.3	9.7%	0.5%	9.1%	-2.4%	-11.8%	2.1%	·	-0.3	78
O=C1C=C(c2ccc(F)nc2)CCC1	i	41.6	13.3%	-3.6%	0.0%	-5.6%	·	1.1%	0.1%	1.0	96
O=C(Cn1cnc2sc3c(c2c1=O)CCCC3)NCC(=O)Nc1ccc(F)cc1F	i	26.0	7.1%	0.0%	-3.7%	-11.0%	9.3%	-1.0%	-0.8%	0.7	66
CSCC[C@@H](C(=O)Nc1ccc2c(c1)OCCO2)N1Cc2ccccc2C1=O	i	27.0	0.7%	1.2%	8.4%	-4.9%	2.6%	5.5%	0.4%	-0.7	89
Cc1[nH]c2ccccc2c1NC(=O)CN1CCN(C(=O)c2ccco2)CC1	i	58.9	9.7%	·	·	·	-6.5%	1.6%	0.1%	0.0	55
COc1cc(C2N=C(c3ccccc3)NO2)cc(Br)c1O (stereo not given)	i	18.3	16.5%	0.5%	21.5%	12.9%	-11.8%	3.2%	0.0%	-0.7	34
NC(=O)CSc1c[nH]c2ccccc12	i	52.4	6.7%	-0.6%	5.2%	-73.5%	-1.7%	2.5%	-0.3%	5.3	83
O=C(c1cccc(S(=O)(=O)N2CCc3ccccc32)c1)N1CCCC(C(F)(F)F)C1 (stereo not given)	i	24.1	9.0%	0.1%[50 µM]	14.6%	-4.4%	2.4%	1.7%	·	-0.1	45
CCOC(=O)CNC(c1ccccc1)c1cc(Br)ccc1NC(=O)CCN1CCOCC1 (stereo not given)	i	51.7	9.6%	-0.6%	-0.3%	-11.8%	4.8%	0.8%	1.1%	-0.2	75
COc1cccc(-c2cc(C(=O)Nc3cnn(Cc4ccc(F)cc4)c3)no2)c1	i	52.7	2.4%	2.0%	11.9%	-4.0%	6.5%	-2.0%	-0.9%	-0.7	63
COc1ccc(C(=O)CNc2ccc(C)cc2C)cc1	i	32.9	4.3%	1.9%	11.5%	-3.8%	-1.4%	3.3%	-0.1%	-0.7	45
CC(C)(CO)CNC1CCCN(C2Cc3ccccc3C2)C1 (stereo not given)	i	58.0	4.5%	0.3%	9.1%	3.5%	1.5%	0.5%	-0.4%	1.4	75
CCC1CCCCN1Cc1nc2c(c(=O)n(C)c(=O)n2C)n1Cc1ccccc1 (stereo not given)	i	23.9	1.5%	0.2%	3.4%	-0.7%	1.1%	-0.6%	-0.5%	3.0	51
CC(NC(=O)COC(=O)c1ccc(S(=O)(=O)N2CCOCC2)cc1)c1ccccc1 (stereo not given)	i	5.4	·	1.4%[50 µM]	-3.9%	2.2%	·	·	·	-0.2	41
Nc1nnc(SCc2ccc(Cl)cc2)s1	i	3.2	2.5%	0.3%	11.6%	1.7%	-0.1%	0.2%	0.3%	-0.7	27
CCOC(=O)c1c(C)c(C(=O)NCCCN2CCCC2=O)c(C)n1CC	i	10.8	20.7%	i	3.0%	-5.6%	5.8%	0.6%	-0.5%	0.5	69
CC(C)(C)S(=O)(=O)/C(C#N)=C/c1sccc1C1OCCO1	i	32.7	-0.9%	-0.7%	3.1%	-3.9%	-4.7%	·	0.1%	3.4	71
FCCCOc1ccc(-c2nccc(-c3ccccn3)n2)cc1	i	11.9	4.3%	0.1%	13.3%	-6.1%	1.4%	12.9%	-0.3%	7.4	75
O=C(CSc1nnc(SCc2ccc(Cl)cc2)s1)N/N=C/c1ccc(Cl)cc1Cl	i	5.1	3.7%	-0.3%	10.7%	-9.5%	-10.4%	0.1%	-0.9%	21.7	32
CCC(=O)Nc1cc(C)c(NC(=O)C23CC4CC(CC(C4)C2)C3)cn1	i	57.2	5.2%	0.1%	-0.7%	8.8%	-2.0%	1.1%	-0.3%	-0.8	63
O=C(NC1CCCC1)C(c1ccncc1)N(CC1CCCO1)C(=O)Cn1nnc(-c2cccs2)n1 (stereo not given)	i	24.1	8.3%	0.2%	16.4%	-1.6%	-3.9%	-0.2%	-0.6%	-0.9	88
CCOC(=O)C(=O)/C(=C\N(C)C)c1onc(-c2c(Cl)cccc2Cl)c1C(=O)OC	i	14.5	13.1%	-0.4%	1.4%	-1.4%	-6.5%	4.8%	0.0%	0.9	56
CCC(Sc1nccn1C)C(=O)Nc1ccc(Cl)cn1 (stereo not given)	i	26.7	-5.9%	-0.9%	9.9%	2.9%	2.4%	-0.6%	0.0%	1.8	83
Nc1cccc2c1C(=O)N(C(=O)c1ccco1)C2=O	i	28.5	11.6%	-0.1%	14.1%	2.3%	4.8%	1.2%	-0.1%	-0.4	69
O=C(Nc1cccnc1)c1ccc(COc2ccccc2Cl)o1	i	44.6	0.1%	-0.2%	3.0%	3.0%	5.9%	9.8%	-0.1%	0.3	83
CCCN1CCC(NC23CC4CC(CC(C4)C2)C3)CC1	i	52.3	4.7%	·	·	·	-3.6%	-0.9%	-1.2%	0.1	64
Cc1ccnc(SCC(=O)c2ccc(Br)s2)n1	i	32.8	2.0%	0.1%	10.7%	-8.2%	-1.7%	0.9%	0.2%	-0.2	76
CCn1c(SCC(=O)c2ccc(NS(=O)(=O)c3ccccc3)cc2)nnc1-c1cccs1	i	42.2	7.6%	-0.6%	5.2%	13.2%	0.7%	4.6%	0.2%	2.2	75	Dengue-2 NS5 capping pilot replicate=2.4
Cn1cc(SCC(=O)Nc2nccs2)c2ccccc21	i	29.5	6.4%	0.0%	5.8%	0.0%	-0.3%	2.5%	0.2%	-0.5	52
CC(C)n1nnc2c(=O)oc3ccccc3c21	i	43.8	2.5%	1.7%	1.3%	1.4%	9.5%	3.0%	0.9%	2.4	66
CCCn1cc(CN2CCC(n3nccc3NC(=O)c3ccc4c(c3)OCO4)CC2)c(C)n1	i	46.2	12.8%	0.2%	9.5%	-5.4%	2.0%	-0.7%	-0.1%	0.1	47
O=C(O)c1ccc(NC2OC[C@@H](O)[C@H](O)[C@H]2O)cc1 (stereo not given in full)	i	38.9	11.1%	0.2%	7.7%	1.5%	-0.5%	-0.7%	·	1.4	55
CCOC(=O)c1ccc(NC(=S)NCc2ccc(S(N)(=O)=O)cc2)cc1	i	61.8	3.8%	-0.7%	12.5%	2.7%	-3.1%	2.2%	-0.6%	-0.3	51
C=C(C)C(=O)Nc1cccc(C2=NOC3(C2)C[C@@H](C(N)=O)N(C(=O)CC(c2ccccc2)c2ccccc2)C3)c1 (stereo not given in full)	i	54.3	1.7%	2.0%	4.7%	1.6%	-4.9%	4.0%	-0.6%	2.7	93
COc1ccc(/C=C2\SC(=S)N(CC(=O)OCC(=O)Nc3ccc(C)cc3Cl)C2=O)cc1	i	21.5	16.0%	0.1%	1.1%	?	-11.9%	0.4%	-0.2%	-1.5	60
O=C(Nc1nnc(-c2ccccc2)o1)c1cc(-c2cccs2)nc2ccccc12	i	26.2	8.4%	2.3%	16.1%	5.6%	11.4%	-1.9%	·	0.1	75
Cc1ccsc1/C=C(\C#N)C(=O)NCCCN1CCOCC1	i	41.4	18.8%	-0.1%	9.7%	-6.2%	0.3%	0.2%	0.4%	1.6	64
Cc1nn(-c2ccccc2)c(N2CCCC2)c1C=O	i	14.1	10.0%	-1.6%	-9.8%	-3.9%	-1.4%	0.6%	-0.2%	1.0	38
CN(C)S(=O)(=O)c1ccc(C(=O)Nc2cc3c(cc2C(=O)O)OCCCO3)cc1	i	45.8	10.9%	-0.2%	6.7%	13.4%	-1.4%	1.9%	0.0%	1.4	55
COC(=O)C(C(=O)OC)C(C[N+](=O)[O-])c1ccc(OC)cc1 (stereo not given)	i	22.4	3.2%	0.2%	9.1%	4.8%	0.6%	0.3%	0.6%	-2.4	95
CCC(CO)Oc1cc(NC(=O)c2cccc(Cl)c2)c2ncn(C(C)C)c2c1 (stereo not given)	i	38.4	·	3.6%	11.7%	3.3%	·	-0.1%	·	1.0	61
CC(=O)N1CCCc2cc(S(=O)(=O)N(C)CCC#N)ccc21	i	18.4	2.8%	0.5%	1.7%	2.4%	10.4%	1.9%	-0.2%	-0.8	83

Outcome played no part in choosing rows (roughly 1.5% active in at least one column).
